Source: PubChem
KB-3-1 tox: KB-3-1 parental cell cytotoxicity; KB-3-1 viability, CellTiter-Glo ATP luminescence, 72 h; Potency, µM (doses to about 46.1 µM), without a hit: top-dose activity change, negative = cytotoxic, most hits filed as cytotoxic; 400,000 compounds, 1.4% hits; further: potency means the concentration at half of the fitted maximal effect; on the % scale 0 is the no-effect control and ±100 the full control effect; nearly all actives have a fitted effect of over 60% in size
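Cytotoxicity in the drug-sensitive parental line KB-3-1 was scored as loss of CellTiter-Glo luminescence following 72 h incubation with compound. Values come from curve fitting of normalized concentration-response data.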
HT1080 IDH1KD tx: HT-1080 IDH1 knockdown cell toxicity (counter line). 360,000 compounds, 2% hits. HT-1080 IDH1 knockdown viability, ATP luminescence, 48 h. Potency, µM (series often up to 46.1 µM), inactives show at the top dose activity, negative = toxicity, hits mostly cytotoxic;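 further: potency means the concentration at half of the fitted maximal effect; 0% = DMSO wells and -100% = cell-free medium wells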
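IDH1KD HT-1080 cells, 750/well, RPMI + 5% FBS; compound pinned after 2 h settling; 48 h, 37 °C; CellTiter-Glo luminescence; % activity normalised to DMSO and no-cell wells; curves fitted, classed by r2 and efficacy.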
IL-1B inflam inh: inhibitors of inflammasome signaling (IL-1 beta secretion); AID 743279; THP-1 LPS/ATP IL-1B secretion, AlphaLISA, 16 h; stronger effect = lower value; activity change, % at 57.5 µM; 360,000 compounds, 4.7% hits; in the data active means activity change below about -50%; inconclusive means mostly about -30% to -49%; further: on the % scale 0 is the no-effect control and ±100 the full control effect
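THP-1 cells pretreated 1 hr with compounds (up to 57.5 uM final), then stimulated with LPS (250 ng/mL final) plus ATP (1.25 mM final); secreted IL-1B measured by AlphaLISA after 16 hr, decreased signal indicating inhibition.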
MCF10A rereplic: inducers of DNA re-replication in MCF 10A breast cells. MCF 10A DNA re-replication, Hoechst nuclear intensity, 48 h. Potency, µM (highest dose often 46.1 µM), for the others: at the top dose activity, positive = re-replication, usual class: activators. 350,000 compounds, 2.9% hits; further: potency means the concentration at half of the fitted maximal effect; % of control where 0% means no effect; nearly all actives have a fitted effect of over 50% in size
ATXN2 expr inh: inhibitors of ATXN2 expression. 360,000 compounds, 0.72% hits. Potency, µM (doses to about 57 µM), without a hit: at the top dose activity change, negative = inhibition, most hits filed as inhibitors. HEK-293 ATXN2-luciferase reporter, luminescence, 24 h. AID 1745845; further: potency means the concentration at half of the fitted maximal effect; on the % scale 0 is the no-effect control and ±100 the full control effect; nearly all actives have a fitted effect of over 55% in size
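qHTS (up to 57 uM final) was run with 24 h compound exposure of reporter cells at 37 °C. Each well was multiplexed: SteadyGlo luminescence measured ATXN2-luciferase expression after a fluorogenic Gly-Phe-AFC viability readout (25 uM final).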
HT1080NT lethal: kills 2HG-producing HT-1080-NT fibrosarcoma cells; HT-1080-NT fibrosarcoma viability, CellTiter-Glo ATP luminescence, 48 h; Potency, µM (top dose mostly 46.1 µM), inactives show top-dose activity, negative = less viability, hits mostly cytotoxic; 360,000 compounds, 1.6% hits; AID 686970;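 further: NT is the 2HG producing partner of a matched IDH1 knockdown line; potency means the concentration at half of the fitted maximal effect; 0% = DMSO-treated cells and -100% = media-only wells without cells; nearly all actives have a fitted effect of over 55% in size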
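A 48-hour cytotoxicity screen used HT-1080-NT cells plated 2 hours before compound delivery. ATP-based CellTiter-Glo luminescence measured viability, normalized to DMSO and no-cell controls.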
SW480 rereplic: inducers of DNA re-replication in SW480 colon cancer cells; SW480 DNA re-replication, Hoechst DNA content imaging, 48 h; Potency, µM (series often up to 46.1 µM), for inactives: at the highest dose re-replication activation, usual class: activators; 340,000 compounds, 1.8% hits; AID 624297; further: potency means the concentration at half of the fitted maximal effect; % of control where 0% means no effect; nearly all actives have a fitted effect of over 55% in size
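Per well, 250 cells were exposed to pinned compound for 48 hr. Nuclear DNA was visualised with Hoechst (40 min, 37 C) and total object intensity recorded by fluorescence scanning.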
HepG2 tox: kills HepG2 cells in TGF-b inhibitor counter-screen | 410,000 compounds, 0.76% hits | HepG2 CAGA-GFP viability, ATP luminescence, 18 h | Potency, µM (titrated, usually from 46.1 µM), without a hit: at the highest dose activity change, negative = cytotoxicity, hits mostly cytotoxic; further: potency means the concentration at half of the fitted maximal effect; some results filed as inactive show a strong effect at the top dose
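HepG2 CAGA-GFP cells (1000/well, DMEM with 1% FBS) received compound, then TGF-beta at 500 pg/mL final, and were incubated 18 hours at 37 degrees C. Viability was read by CellTiter-Glo luminescence. Media-only wells were set as complete cell-killing and DMSO as no toxicity.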
S2 tox: viability counter-screen for ATXN expression inhibitors; 400,000 compounds, 0.49% hits; Potency, µM (doses to about 56.7 µM), hits mostly cytotoxic; S2 cells (HEK-293 line with an ATXN2-luciferase reporter) viability, CellTiter-Fluor protease fluorescence, 24 h; further: potency means the concentration at half of the fitted maximal effect; nearly all actives have a fitted effect of over 40% in size
* hit, by the source's call; i = inactive; ? = inconclusive; . = not tested or not shown; & = joins results of further samples; ! = not confirmed by another sample; [ ] = dose if it differs, or a comment. Unless noted, the call rests on the fitted dose curve; in most records, active means well fitted curve in the direction sought with a large enough effect; inconclusive means small, poorly fitted or top-dose-only effect, or another doubt; inactive means no such curve, though single readings can be large; an effect the other way counts as inactive or inconclusive.

SMILES | KB-3-1 tox | HT1080 IDH1KD tx | IL-1B inflam inh | MCF10A rereplic | ATXN2 expr inh | HT1080NT lethal | SW480 rereplic | HepG2 tox | S2 tox
CC(=O)c1ccc(S(=O)(=O)Nc2cccc(-c3ccc(N4CCCCCC4)nn3)c2)cc1 | ? | . | . | . | 22.9% | . | . | -6.4% | ?
Cc1nc(N2CCN(c3ccccn3)CC2)c2c(C)c(C(=O)Nc3ccc(Cl)cc3)sc2n1 | -3.5% | 0.0% | -58.1* | -7.9% | . | 14.2% | -7.5% | 0.9% | i
CCOC(=O)NC(=O)CSc1ccc(S(=O)(=O)N(C)C2CCCCC2)cn1 | 0.8% | -1.1% | -0.7 | 1.5% | . | -2.2% | -5.2% | -13.0% | i
COc1ccc2c(n1)Sc1nc3ccccc3nc1N2 | 1.5% | 13.1% | 16.0 | 20.6µM* | 39.7%[activator] | 24.3% | ? | -5.6% | i
Cc1ccc2c(c1)N(CC(=O)NCCCN1CCCCC1)C(=O)CO2 | -3.4% | -1.1% | 15.5 | -0.4% | -10.9% | 19.2% | -11.0% | 10.0% | i
CCOC(=O)CCc1c(C)c2ccc(OCC)c(C)c2oc1=O | 0.0% | 5.3% | -2.8 | 9.6% | 9.7% | 10.6% | -2.3% | 0.0% | i
CCOC(=O)c1cc(-c2ccccc2)nn1Cc1cc(C)no1 | -3.0% | -2.4% | 0.0 | ? | 13.4% | -2.6% | -32.8%[inhibitor][9.22 µM] | 1.8% | i
Cc1ccc(C)c(NC(=S)NCc2ccc3[nH]c4c(c3c2)CCCC4)c1 | ? | -19.8% | ? | ? | ? | ? | ? | -37.1% | ?
O=C(NCc1ccccn1)c1cccc([N+](=O)[O-])c1 | 4.4% | 16.8% | 1.0 | -1.4% | -2.9% | -6.6% | -9.5% | -1.4% | i
Cc1nnc(SCC(=O)Nc2cccc(C(F)(F)F)c2)[nH]c1=O | 10.7% | 2.1% | 14.8 | -6.4% | 28.6% | 2.2% | -10.2% | 5.9% | i
O=C(CSc1oc(-c2ccccc2)nc1S(=O)(=O)c1ccc(Br)cc1)c1ccccc1 | ? | . | . | . | 8.1% | . | . | -1.5% | i
CCOC(=O)C[C@H]1c2cc(F)ccc2S(=O)(=O)N1C(C)(C)C | -7.3%&10.2% | 3.7% | 60.1 | 1.2% | -10.7% | 9.2% | -72.9%[inhibitor][9.22 µM] | -11.0%&9.1% | i
CCOCCCn1c(SCC(=O)NCCCOC)nc2c(sc3ccccc32)c1=O | -6.6% | . | . | . | -4.9% | . | . | 1.7% | i
CC(=O)c1ccc(NC(=O)c2cc(C3CC3)nc3c2c(C)nn3-c2ccc(C)cc2)cc1 | 0.0% | . | . | . | 10.0% | . | . | -2.8% | i
O=C(NCc1ccccc1)C1(CC2CC(c3ccccc3)=NO2)CCNCC1 (configuration not stated) | ? | -17.5% | -27.0 | 12.9% | ? | -19.9% | 6.6% | -51.4% | ?

Whole records from above. Screens in order: KB-3-1 tox | HT1080 IDH1KD tx | IL-1B inflam inh | MCF10A rereplic | ATXN2 expr inh | HT1080NT lethal | SW480 rereplic | HepG2 tox | S2 tox
COc1ccc2c(n1)Sc1nc3ccccc3nc1N2 across the screens: 1.5% | 13.1% | 16.0 | 20.6µM* | 39.7%[activator] | 24.3% | ? | -5.6% | i
CC(=O)c1ccc(S(=O)(=O)Nc2cccc(-c3ccc(N4CCCCCC4)nn3)c2)cc1 across the screens: ? | . | . | . | 22.9% | . | . | -6.4% | ?

Records listed so far printed as active in IL-1B inflam inh.
canonical_smiles	IL-1B inflam inh	SW480 rereplic
Cc1nc(N2CCN(c3ccccn3)CC2)c2c(C)c(C(=O)Nc3ccc(Cl)cc3)sc2n1	-58.1*	-7.5%

Further entries follow:
SMILES | KB-3-1 tox | HT1080 IDH1KD tx | IL-1B inflam inh | MCF10A rereplic | ATXN2 expr inh | HT1080NT lethal | SW480 rereplic | HepG2 tox | S2 tox
O=C(NC(=S)Nc1ccccc1)c1cc(-c2ccccc2)nc2ccccc12 | -2.1% | -11.3% | 23.6 | 15.5% | -12.1% | -5.9% | 9.6% | -2.5% | i
CCC(=O)N1CCc2cc(Br)cc(S(=O)(=O)N(CC)Cc3ccccc3)c21 | -16.5% | . | . | . | 4.9% | . | . | -5.7% | i
COc1ccccc1-c1cc(C(F)(F)F)nc(N2CCOCC2)n1 | -15.4% | -0.3% | 21.0 | ? | -7.7% | 6.1% | 8.3% | -31.7% | i
COC(=O)[C@]1(Cc2ccccc2)N[C@H](CN(C)S(=O)(=O)c2ccc(-c3ccccc3)cc2)[C@@H]2C(=O)N(Cc3ccccc3)C(=O)[C@@H]21 | 0.0% | -2.7% | -19.7 | -39.5%[inhibitor] | 2.9% | -3.9% | -2.7% | -19.9% | i
CCOc1ccc(CCN2C(=O)C(=O)N([C@@H](Cc3ccccc3)CN3CCC[C@H]3CN3C(=O)C(=O)NC[C@@H]3Cc3ccc(O)cc3)C[C@@H]2Cc2ccc(O)cc2)cc1 | 4.4% | -5.2% | -60.1* | . | 10.9% | -9.4% | . | . | i
O=C(c1cccc(S(=O)(=O)N2CCN(c3ccccc3)CC2)c1)N1CCN(c2ccccc2O)CC1 | -0.1% | -5.9% | -10.4 | -15.6% | 2.1% | -0.9% | -230.6%[inhibitor] | 14.3% | i
Cn1ncc(Br)c1NC(=O)Nc1ccccc1 | 1.5% | -7.8% | 6.6 | 8.8% | . | -0.7% | -1.0% | 3.5% | i
CCCCN(C)C(=O)c1cn(C)c2ccc(S(=O)(=O)N(C)C)cc2c1=O | 2.5% | 0.2% | -16.9 | -2.5% | 0.5% | 7.5% | -1.0% | 2.9% | i
CCC(Cc1ccccc1)NC(=O)c1cc(S(=O)(=O)N2CCCCC2)c[nH]1 (configuration not stated) | -9.2% | 2.9% | -8.9 | -8.2% | 3.9% | -1.5% | -5.1% | -1.3% | i
CSCC[C@H](NC(=O)[C@@H]1Cc2ccccc2CN1)C(=O)NC1CCCC1 | 13.3% | 12.9% | 28.0 | 0.2% | 9.9% | 8.4% | -17.5% | 12.0% | i
CCc1ccccc1N1CC(c2nc3ccccc3n2CC(C)C)CC1=O (configuration not stated) | 1.6% | . | . | . | -10.8% | . | . | -17.9% | i
Cc1ccc(NC(=O)C2C3C=CC4(O3)C2C(=O)N(CCCN2CCCC2)C4C(=O)NC2CCCCC2)cc1Cl (configuration not stated) | 13.7% | -17.2% | -23.5 | -11.6% | -1.7% | -14.8% | 7.4% | -15.0% | i
Cc1ccccc1N1CCN(C2CCCN(C(=O)c3cc(CC(C)C)nn3C)C2)CC1 (configuration not stated) | -7.6% | -11.7% | -3.4 | ? | -18.3% | -9.8% | 5.3% | -16.0% | i
CCOc1ccc(CN(C)CC(=O)Nc2cc(OC)c([N+](=O)[O-])cc2C)cc1 | 12.7% | -9.5% | 15.7 | 7.1% | -0.6% | -6.1% | -3.9% | -5.1% | i
CCC(C)[C@H]1CNC(=S)N1CCC12CC3CC(CC(C3)C1)C2 (some centres not stated) | -4.4% | 5.2% | 0.7 | 15.3% | ? | 2.7% | -8.6% | -4.2% | ?
COc1ccc2c(c1)c1c(c(=O)n(Cc3ccccc3)c(=O)n1CC(=O)NCc1ccccc1)n2C | ? | . | . | . | -0.4% | . | . | -0.2% | i
Cc1cccc(C(=O)OCC(=O)c2cccc(Br)c2)c1O | -5.1% | 17.1% | -6.7 | 5.9% | 2.9% | 18.2% | -2.0% | -1.9% | i
N#Cc1cc2c(nc1SCc1ccncc1)CCC2 | -2.4% | ? | ? | -1.1% | 27.2% | ? | -1.7% | -38.7% | i
CCOc1ccc(C2C(C#N)=C(N)SC(N)=C2C#N)cc1OCC | -15.2% | -15.6% | 0.0 | -0.6% | -2.0% | 3.9% | 5.7% | -13.6% | i
COC(=O)CC(NC(=O)c1ccco1)c1ccc(C(C)C)cc1 (configuration not stated) | 0.0% | -1.3% | 12.4 | 4.3% | 2.4% | 3.0% | 0.8%[9.22 µM] | 0.4% | i
NC(=O)NO | 0.0% | 11.7% | 18.6 | 2.4%&1.7% | 7.69µM*! | 24.7% | 13.4%&-14.8% | -1.8% | i
CCCN1CCN(C(=O)CN2C(=O)COc3ccc(S(=O)(=O)N(CC)CC)cc32)CC1 | -0.9% | 15.0% | 26.9 | -0.7% | 2.1% | 5.7% | -1.0% | -1.3% | i
Cc1ccc2c(CN3CCC(C(N)=O)CC3)cc(=O)oc2c1C | 6.5% | 1.0% | -4.5 | -0.1% | 2.4% | 14.4% | -10.3% | 0.5% | i
CSCCC(NC(=O)c1ccco1)C(=O)NCC(C)(C)N1CCOCC1 (configuration not stated) | -15.4% | 0.2% | -3.7 | 1.0% | . | -4.2% | 2.9% | -2.6% | i
CCn1cc(CN2CCC(n3nccc3NC(=O)CCOc3ccccc3)CC2)c(C)n1 | 2.2% | 8.6% | 0.0 | -6.0% | -21.6% | 9.3% | -23.7% | 9.5% | i
N#Cc1ccc(/C=C/C(=O)c2cccnc2)cc1 | 0.9% | ? | ? | 7.31µM* | . | ? | -27.5% | -125.5% | .
O=C(c1cnn2c(C(F)(F)F)cc(-c3ccco3)nc12)N1CCc2ccccc2C1 | 0.6% | 8.5% | -21.2 | 0.8% | 6.1% | 1.1% | 0.0% | -11.6% | i

Four of the entries above in order of the SW480 rereplic value, smallest number first.
SMILES	SW480 rereplic
N#Cc1ccc(/C=C/C(=O)c2cccnc2)cc1	-27.5%
Cc1ccc2c(CN3CCC(C(N)=O)CC3)cc(=O)oc2c1C	-10.3%
CCCN1CCN(C(=O)CN2C(=O)COc3ccc(S(=O)(=O)N(CC)CC)cc32)CC1	-1.0%
O=C(c1cnn2c(C(F)(F)F)cc(-c3ccco3)nc12)N1CCc2ccccc2C1	0.0%
